# CHO parental Ca: ATP-evoked calcium signal inhibitors, parental CHO, primary screen, counter-screen for OX1R antagonist project, cell-based, fluorescence, Fluo-8 calcium dye; AID 463079, 2010; inhibition, % at 5.6 µM; parental CHO-K1, ATP-induced calcium, Fluo-8 fluorescence; 330,000 compounds, 0.63% hits;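 active means inhibition above that plate's mean sample inhibition plus 3 SD, cut at about 26% in these data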;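 further: 0% = ATP-challenged DMSO wells and 100% = DMSO wells without ATP; some compounds past the cut are filed as inactive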
#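 Material: parental CHO cells / Compound: single nominal dose of 5.6 µM per compound / Signal: Fluo-8 fluorescence / Replicates: singlicate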
# TAAR1 antag: human TAAR1 antagonists, primary screen, Fluo-8 calcium fluorescence, CHO RD-HGA16 cells | Trace amine-associated receptor 1 (Homo sapiens), Q96RJ0 | antagonist | inhibition, % at 3 µM | 360,000 compounds, 1.5% hits | AID 624466, 2012;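 active means inhibition above a per-plate cutoff, the mean inhibition of test compounds on that plate plus 3 SD, cut at about 49% in these data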;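 further: 0% = DMSO plus EC80 beta-PEA response and 100% = DMSO alone without agonist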
# Target sequence (Q96RJ0 whole entry, looked up): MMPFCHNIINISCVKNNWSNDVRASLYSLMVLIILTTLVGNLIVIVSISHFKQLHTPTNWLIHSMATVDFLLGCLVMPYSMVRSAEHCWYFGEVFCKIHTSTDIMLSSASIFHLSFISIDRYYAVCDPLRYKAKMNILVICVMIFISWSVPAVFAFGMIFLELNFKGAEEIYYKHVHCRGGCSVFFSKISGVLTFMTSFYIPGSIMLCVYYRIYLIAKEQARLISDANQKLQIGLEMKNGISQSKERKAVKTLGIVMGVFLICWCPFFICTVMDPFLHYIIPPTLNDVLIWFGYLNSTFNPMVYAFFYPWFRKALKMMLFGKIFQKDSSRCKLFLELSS
#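 System: CHO RD-HGA16 cells bearing hTAAR1. Reagent: EC80 β-phenethylamine stimulus. Schedule: seeding 17-24 h prior, 75-min 37 °C, 30-min RT dye loading. Signal: Fluo-8 intracellular calcium dye fluorescence, real-time kinetic reads. Read-out: % inhibition from peak post-agonist over basal fluorescence ratio. Benchmarks: vehicle wells and EC80 agonist wells. Replicates: n of 1.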
# M1 antag: human M1 muscarinic receptor antagonists, primary screen, CHO-K1 cells, Fluo-8 calcium fluorescence, 1536-well. Muscarinic acetylcholine receptor M1 (Homo sapiens), P11229. CHO-K1 hM1, ACh EC80 antagonist. inhibition, % at 3 µM. 360,000 compounds, 1.3% hits. AID 588852, 2011;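 active means percent inhibition above its own plate's cutoff, namely the mean of that plate's compound wells plus 3 SD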;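 further: peak over basal fluorescence ratio during 140 s after agonist addition; 0% = ACh EC80 plus DMSO and 100% = DMSO alone without agonist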
# Target sequence (P11229 whole entry, looked up): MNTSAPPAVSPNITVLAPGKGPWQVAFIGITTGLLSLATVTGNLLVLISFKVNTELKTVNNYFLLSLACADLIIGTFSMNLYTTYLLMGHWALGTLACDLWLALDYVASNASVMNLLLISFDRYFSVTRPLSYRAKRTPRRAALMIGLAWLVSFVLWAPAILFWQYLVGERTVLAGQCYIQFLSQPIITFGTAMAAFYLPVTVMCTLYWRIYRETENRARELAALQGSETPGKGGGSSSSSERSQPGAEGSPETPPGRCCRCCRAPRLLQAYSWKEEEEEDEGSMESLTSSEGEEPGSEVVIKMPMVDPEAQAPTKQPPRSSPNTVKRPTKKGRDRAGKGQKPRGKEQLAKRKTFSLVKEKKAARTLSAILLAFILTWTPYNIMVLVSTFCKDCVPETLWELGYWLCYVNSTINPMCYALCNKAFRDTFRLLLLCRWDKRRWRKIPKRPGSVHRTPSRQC
# M1 PAM parental: nonselective calcium activators in parental CHO-K1 cells, primary screen, counter-screen for M1 PAM project, cell-based, Fluo-8 calcium fluorescence, full deck, 1536-well. ATP EC20; 0% at ATP EC20, 100% at ATP max. activation, % at 3 µM. 360,000 compounds, 0.02% hits. AID 602247, 2012;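 active means activation above the run cutoff, the mean activation of all test compounds plus 3 SD, cut at about 40% in these data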;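 further: peak over basal fluorescence ratio in a 140 s read after ATP addition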
# CHRM1 PAM: human M1 muscarinic receptor positive allosteric modulators, primary screen, CHO-K1 cells, Fluo-8 calcium fluorescence, 1536-well. Muscarinic acetylcholine receptor M1 (Homo sapiens), P11229. CHO-K1 hM1, ACh EC20; 0% = ACh EC20, 100% = maximal ACh. activation, % at 3 µM. 360,000 compounds, 0.088% hits. AID 588819, 2011; in the data active means activation above about 19%, passing the limit was not always enough
# CHO-K1 Ca ag: counter-screen for M1 agonists: effect in parental CHO-K1 cells; Fluo-8 calcium fluorescence; scaled to maximal ATP response, vehicle zero; activation, % at 3 µM; 360,000 compounds, 0.48% hits; AID 602248, 2012; in the data active means activation above about 15%;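 further: untransfected CHO-K1 host cells lacking M1 receptor as counterscreen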
# CHO-K1 Ca antag: nonselective inhibitor or artifact in parental CHO-K1 cells | ATP-induced calcium, Fluo-8 fluorescence | inhibition, % at 3 µM | 360,000 compounds, 0.6% hits | AID 602250;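 active means inhibition above a per-plate cutoff, the plate's mean sample inhibition plus 3 SD, cut at about 24% in these data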;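 further: 0% = DMSO plus EC80 ATP and 100% = DMSO alone without ATP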
# CHRM1 agonist: human M1 muscarinic receptor agonists, primary screen, Fluo-8 calcium fluorescence, CHO-K1 cells, HTS; Muscarinic acetylcholine receptor M1 (Homo sapiens), P11229; CHO-K1 hM1, agonist mode; 0% DMSO, 100% acetylcholine EC100; activation, % at 3 µM; 360,000 compounds, 0.33% hits; AID 588814, 2011;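 active means activation above the run's mean compound activation plus 3 SD, cut at about 16% in these data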;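 further: peak over basal fluorescence ratio within a 140 s kinetic read after compound addition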
# TAAR1 ag: human TAAR1 agonists, primary screen, Fluo-8 calcium fluorescence, CHO RD-HGA16 cells; Trace amine-associated receptor 1 (Homo sapiens), Q96RJ0; vehicle wells 0%, saturating PEA agonist 100%; activation, % at 3 µM; 360,000 compounds, 0.99% hits;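 active means activation above the mean activation of all test compounds in the run plus 3 SD, cut at about 38% in these data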
#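 Benchmarks: low control DMSO, high control PEA (EC100); System: CHO RD-HGA16 cells carrying human TAAR1 plus Gα16; Detection: Fluo-8 fluorescence, 5 s baseline then 140 s kinetic read; Schedule: 17-24 h plating, Fluo-8 75 min 37 °C, 30 min RT; Read-out basis: % activation from peak over basal fluorescence ratio, DMSO-to-PEA scaled.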
# The depositor's hits bear a star; · = not tested or not shown.
SMILES,CHO parental Ca,TAAR1 antag,M1 antag,M1 PAM parental,CHRM1 PAM,CHO-K1 Ca ag,CHO-K1 Ca antag,CHRM1 agonist,TAAR1 ag
Nc1ccc(C#Cc2c(-c3ccsc3)oc3ccc(N4CCOCC4)cc23)cc1,-11,15,0,2,3,0.8,3,1,2
COc1ccccc1CNC(=O)CNC(=O)c1sc2ccccc2c1Cl,-14,-12,-7,7,3,0.6,-9,-3,3
O=C(CSc1nc2cc(Cl)ccc2s1)NCC1CCCO1 (stereo not given),-9,-7,8,-6,-11,-0.1,3,-6,0
Cc1cc(C(=O)Nc2c(F)cc(F)cc2Br)n(-c2ccccc2)n1,-16,-3,-5,21,5,0.1,-6,-4,4
O=C(c1ccc(N2CCNCC2)cc1)c1cccnc1,-9,-5,-9,9,-16,0.5,9,-9,5
O=C(NCc1ccccn1)c1ccc(OC2CCN(Cc3cccs3)CC2)cc1,-22,-8,9,8,-10,2.1,-14,-4,2
CCc1ccc(-c2c(C)sc(NC(=O)C3CCC3)c2C#N)cc1,10,-4,5,-7,1,0.1,5,-5,11
NS(=O)(=O)c1ccc2nc(NC(=O)c3ccncc3)sc2c1,0,17,-6,7,10,3.4,1,-4,18
C/C(=N\NC(=O)CCc1ccc(S(=O)(=O)N2CCOCC2)cc1)c1ccccc1Cl,-2,8,-6,14,4,1.8,-16,-7,0
c1ccc(N2CCN(c3ncnc4c3oc3ccccc34)CC2)cc1,-21,49*,11,14,-4,4.9,-11,0,15
Cc1cc(Cl)ccc1NC(=S)Nc1cccnc1,-1,-7,3,5,3,0.0,15,-2,13
Brc1cccc(OCCn2ccnc2)c1,-8,-13,23,4,-15,2.9,3,0,10
CCC1CN(C(=O)NCc2ccc(C)cc2)c2cc(C)ccc2O1 (stereo not given),·,-27,5,-13,-4,-1.2,-7,-7,-3
COCCN(Cc1ccco1)C(=O)C1CCCN(c2ncnc3c2nc2n3CCCCC2)C1 (stereo not given),-21,-21,-4,-16,0,0.1,-5,-4,-2
CCC(=O)Nc1cc(C(C)C)c(O)cc1C,-2,0,-2,-3,1,-0.2,-7,-3,4
O=C(OCc1nnc(-c2ccccc2)o1)c1ccccc1,-11,-16,6,13,8,0.7,-7,-2,-2
CCS(=O)(=O)N1CCN(c2ccc([N+](=O)[O-])c(NC(C)c3ccccc3)c2)CC1 (stereo not given),-23,-1,-8,29,1,0.6,-16,-4,1
Cc1ccc2nc(NC(=O)CC3Oc4ccccc4NC3=O)sc2c1 (stereo not given),-4,-33,-8,2,2,0.2,-10,-1,3
COc1cccc(-n2c(Cc3cc(=O)[nH]c(=O)[nH]3)nnc2SCC(=O)N2CCCC2)c1,-2,-4,-12,14,7,0.2,0,-3,5
O=C(CSc1nnc(CNC(=O)c2cccs2)o1)NCCc1ccccc1,-11,3,-6,15,3,0.6,-10,-2,11
CCOc1ccc(N(CC(=O)NCc2ccccc2C)S(C)(=O)=O)cc1,-1,-28,0,-25,-2,0.2,21,-4,3
O=C(CSc1nnc(Cc2ccccc2)o1)N1CCc2ccccc21,-8,-5,-21,21,2,0.6,-14,-4,7
COc1ccccc1N1CCN(C(=O)/C=C/c2ccccc2)CC1,-14,105*,-36,15,7,0.6,-5,0,16
O=c1[nH]nc(CNc2ccc(C(F)(F)F)cc2)c2ccccc12,-13,-9,-1,10,10,2.8,-1,9,15
CC1CCN(CCCCOc2ccc(F)cc2)CC1,-16,·,29,0,-20,4.3,-12,-8,·
CC(=O)NCCNC(=O)c1ccc(NC2=NC3CS(=O)(=O)CC3S2)cc1 (stereo not given),-7,-15,-19,19,8,1.7,0,-3,1
CCOC1=C2CN(S(=O)(=O)c3ccc(C)cc3)[C@H](c3cccc(Cl)c3)C[C@H]2[C@H]2C(=O)N(c3ccccc3)C(=O)[C@H]2C1,·,-11,-1,15,6,3.8,10,-2,0
O=C1CCc2cc(S(=O)(=O)NC3CCCCC3)ccc2N1,-7,4,-6,3,6,0.9,-15,-3,1
Nc1ncnc2c(C3OC(CO)C(O)C3O)scc12 (stereo not given),·,-18,-5,18,3,3.3,-13,-2,1
Cc1noc(C)c1CSCC(=O)N(C)CC(=O)Nc1ccc(F)cc1,4,-3,-12,20,11,1.7,-5,-3,0
CN(Cc1cccc(C(F)(F)F)c1)C(=O)[C@H]1O[C@@H](n2ccc(N)nc2=O)[C@H](O)[C@@H]1O,·,-3,6,-5,1,0.0,17,0,0
CCOP(=O)(OCC)C(Nc1cccc([N+](=O)[O-])c1)c1ccccc1 (stereo not given),-21,-12,-5,10,8,0.7,-4,-4,-2
CC1(c2cccc(Br)c2)NC(=O)N(CC(=O)Nc2ccc(S(N)(=O)=O)cc2)C1=O (stereo not given),7,-14,-1,-5,-1,-0.2,-16,-4,3
O=C(NCCCN1CCCC1=O)c1cccc(NS(=O)(=O)c2ccc(Br)cc2)c1,-21,-16,-13,2,6,0.5,-4,-4,3
COc1ccc([C@@H]2C[C@H]3CN(c4ccccc4)C(=O)[C@]34CCCN24)c(OC)c1OC,-17,-23,3,16,-5,12,-4,-6,-3
CCOc1ccc(-n2c(SCC(=O)Nc3ccccc3C)n[nH]c2=O)cc1,-1,14,2,16,-1,-0.2,-14,-6,2
COc1ccc(OC)c(Cc2nnc(CCC(=O)NCc3ccsc3)o2)c1,-8,-11,11,-21,-5,-0.6,7,-4,6
CC12CCC(=O)N1C(C(=O)Nc1nc(-c3ccc(F)c(F)c3)cs1)CS2 (stereo not given),-8,17,5,-8,1,0.5,-4,-2,11
O=c1[nH]c(=O)n(Cc2ccccc2)c2nc(-c3ccc(C(F)(F)F)cc3)n(CCO)c12,-7,-30,-2,-6,0,0.8,-11,-6,11
Cc1cccc(CNC(=O)CCc2nnc(C3CCCCC3)o2)c1,-7,-12,2,5,8,2.9,-8,-4,1
O=c1ccc(-c2ccc(S(=O)(=O)NCC3CCN(Cc4ccccc4F)CC3)s2)n[nH]1,-8,-10,93*,-20,-24,0.2,-2,-4,9
COc1cccc(C(C)N(C)Cc2nc(-c3ccoc3)oc2C)c1 (stereo not given),-18,·,-11,16,10,1.7,-9,-13,·
O=C(Nc1ccc(Cl)cc1)c1cnc(-c2ccccc2)nc1-c1ccccc1,-18,8,-1,-3,0,0.1,6,-3,6
COc1cc(/C=C/CNC[C@H]2O[C@@H](n3cnc4c(N)ncnc43)[C@H](O)[C@@H]2O)ccc1O,·,·,-6,12,0,0.2,-4,-4,·
Cc1cc(C)n(-c2ccc(C(=O)NCC(c3ccco3)N3CCCC3)cc2)n1 (stereo not given),-9,13,2,11,6,0.5,-21,-8,2
CCOc1ccc(N(CC(=O)NCc2ccco2)C(=O)CCC(=O)Nc2nccs2)cc1,-5,3,0,14,1,0.8,-7,-4,-1
COc1ccc2cc(CN(CC3CCCO3)S(=O)(=O)c3ccc(C(C)=O)cc3)c(=O)[nH]c2c1 (stereo not given),-17,18,-6,14,11,4.4,-23,2,19
CCC(C)NC(=O)CCn1c(=O)c2cccn2c2ccc(F)cc21 (stereo not given),·,7,-12,3,7,1.3,-14,-2,3
Cc1ccc2c(c1)N(C(=O)CCC(=O)NCc1cccc(F)c1)CCO2,-7,-11,-19,5,9,-0.2,-9,-5,1
CCN(CC)C(=O)c1ccc(CS(=O)(=O)c2ccc(Br)cc2)cc1,-8,-1,8,-13,-2,0.1,2,-5,2
# Following part
SMILES,CHO parental Ca,TAAR1 antag,M1 antag,M1 PAM parental,CHRM1 PAM,CHO-K1 Ca ag,CHO-K1 Ca antag,CHRM1 agonist,TAAR1 ag
CCc1nnc(NC(=O)/C=C/c2ccc(C)o2)s1,-1,5,-18,16,13,-0.4,-7,2,-2
COc1cc(C(=O)OCCCN=C2NS(=O)(=O)c3ccccc32)cc(OC)c1OC,-7,-7,5,16,1,1.0,10,-8,5
O=C(CSc1nc2cc([N+](=O)[O-])ccc2n1-c1ccc(F)cc1)NC1CCS(=O)(=O)C1 (stereo not given),-4,3,4,-7,-2,-0.2,9,-5,2
Cc1ccccc1Cn1ccc(NC(=O)c2cnn3c(C(F)(F)F)cc(-c4ccco4)nc23)n1,-8,43,17,-4,-13,3.8,-4,-4,12

# Exported as tab-separated lines: 2 of the compounds above.
SMILES	CHO parental Ca	TAAR1 antag	M1 antag	M1 PAM parental	CHRM1 PAM	CHO-K1 Ca ag	CHO-K1 Ca antag	CHRM1 agonist	TAAR1 ag
O=C(CSc1nc2cc([N+](=O)[O-])ccc2n1-c1ccc(F)cc1)NC1CCS(=O)(=O)C1 (stereo not given)	-4	3	4	-7	-2	-0.2	9	-5	2
Cc1ccccc1Cn1ccc(NC(=O)c2cnn3c(C(F)(F)F)cc(-c4ccco4)nc23)n1	-8	43	17	-4	-13	3.8	-4	-4	12

# Structural class, the compounds so far with a thiophene ring, fused or not (8)
SMILES,CHO parental Ca,TAAR1 antag,M1 antag,M1 PAM parental,CHRM1 PAM,CHO-K1 Ca ag,CHO-K1 Ca antag,CHRM1 agonist,TAAR1 ag
Nc1ccc(C#Cc2c(-c3ccsc3)oc3ccc(N4CCOCC4)cc23)cc1,-11,15,0,2,3,0.8,3,1,2
COc1ccccc1CNC(=O)CNC(=O)c1sc2ccccc2c1Cl,-14,-12,-7,7,3,0.6,-9,-3,3
O=C(NCc1ccccn1)c1ccc(OC2CCN(Cc3cccs3)CC2)cc1,-22,-8,9,8,-10,2.1,-14,-4,2
CCc1ccc(-c2c(C)sc(NC(=O)C3CCC3)c2C#N)cc1,10,-4,5,-7,1,0.1,5,-5,11
O=C(CSc1nnc(CNC(=O)c2cccs2)o1)NCCc1ccccc1,-11,3,-6,15,3,0.6,-10,-2,11
Nc1ncnc2c(C3OC(CO)C(O)C3O)scc12 (stereo not given),·,-18,-5,18,3,3.3,-13,-2,1
COc1ccc(OC)c(Cc2nnc(CCC(=O)NCc3ccsc3)o2)c1,-8,-11,11,-21,-5,-0.6,7,-4,6
O=c1ccc(-c2ccc(S(=O)(=O)NCC3CCN(Cc4ccccc4F)CC3)s2)n[nH]1,-8,-10,93*,-20,-24,0.2,-2,-4,9

# Screens from PubChem BioAssay.
